Screening results deposited in PubChem BioAssay by IUPUI and University of Michigan.
ST2 inh: inhibitors of human ST2 (IL1RL1) binding to IL-33 | Q01638 | inhibition, % for hits at 17 µM | AlphaLISA ST2-Fc/biotin-IL-33 interaction, 1 h | actives 2.3% (n = 78,000) | AID 1259354; in the data active = inhibition above about 30%; inconclusive = mostly about 10% to 28%
Target sequence (Q01638 whole entry, looked up): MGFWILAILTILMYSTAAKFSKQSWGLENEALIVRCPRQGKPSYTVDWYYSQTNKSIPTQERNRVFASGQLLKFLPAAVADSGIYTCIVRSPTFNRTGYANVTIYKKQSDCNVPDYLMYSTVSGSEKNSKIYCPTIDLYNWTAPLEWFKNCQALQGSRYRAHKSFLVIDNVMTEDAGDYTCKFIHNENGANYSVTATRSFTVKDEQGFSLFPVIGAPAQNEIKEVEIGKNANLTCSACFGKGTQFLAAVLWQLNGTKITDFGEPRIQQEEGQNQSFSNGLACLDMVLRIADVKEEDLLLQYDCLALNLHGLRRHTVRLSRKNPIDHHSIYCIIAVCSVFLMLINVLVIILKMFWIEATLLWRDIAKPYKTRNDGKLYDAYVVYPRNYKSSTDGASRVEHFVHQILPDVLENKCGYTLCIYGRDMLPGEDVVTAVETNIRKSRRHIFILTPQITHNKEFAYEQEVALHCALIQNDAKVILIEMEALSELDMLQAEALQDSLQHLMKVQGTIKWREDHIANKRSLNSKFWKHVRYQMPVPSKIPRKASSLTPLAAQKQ
Active calls of the source: *.

How did CCN(Cc1ccncc1)C(=O)c1c2n(c(C)cc1=O)-c1ccccc1SC(c1cccs1)C2 (stereo not given) do in these assays?
ST2 inh: inconclusive

Results for COc1cccc(C2N(c3cccc(OC)c3)C(=O)C3CCCN32)c1 (stereo not given) ?
ST2 inh: inactive

What do the screens show for `CSC1=NCCN1C(=O)c1ccccc1Br`?
ST2 inh: inactive

Results for O=C(N[C@H]1CCN2C(=O)c3cc(-c4cccs4)ccc3NC(=O)[C@H]12)c1cnccn1 ?
ST2 inh: inactive

How did C=C(C)COc1ccccc1C(=O)N[C@H]1C[C@H]2C(=O)NCC(=O)N2C1 do in these assays?
ST2 inh: inactive

Results for COc1ccc(C2C(C(=O)N3CCCC3)CC(=O)N2c2ccc(OC)cc2)cc1 (stereo not given) ?
ST2 inh: inactive

Results for CCOC(=O)C1CCCN(C(=O)c2cc3c(=O)n4ccccc4nc3n2C)C1 (stereo not given) ?
ST2 inh: inactive

What do the screens show for `Cc1ccc(S(=O)(=O)N(CC(=O)NCc2ccco2)Cc2c(F)cccc2Cl)cc1`?
ST2 inh: inconclusive

What do the screens show for `O=C(N[C@H]1CCN2C(=O)N(c3ccccc3)C(=O)[C@@H]2C1)C1CCCC1`?
ST2 inh: inconclusive

Results for Cc1cc2ccccc2n1CCNC(=O)c1cc2ccccc2oc1=O ?
ST2 inh: inactive

What do the screens show for `CCN1CCC(N2C[C@H](NC(=O)c3cccc(-c4ccc(F)cc4)c3)C[C@H]2C(=O)OC)CC1`?
ST2 inh: inconclusive

Results for COc1cccc(NC(=O)CN(c2cccc(Br)c2)S(C)(=O)=O)c1 ?
ST2 inh: inactive

Results for CCOc1ccc2nc(N3CCCC3C(=O)NCCc3ccc(OC)cc3OC)nc(C)c2c1 (stereo not given) ?
ST2 inh: inactive

How did CN(C)C(=O)c1ccc2c(c1)N(CC(=O)N1CCOCC1)C(=O)C1CCCCN21 (stereo not given) do in these assays?
ST2 inh: inactive

Results for CCOC(=O)c1c(NC(=O)CSc2nnc3ccccn23)sc(C)c1C ?
ST2 inh: inconclusive

How did Cn1c(=O)cc(SCC(=O)N2CCN(c3ccccn3)CC2)c2ccccc21 do in these assays?
ST2 inh: inactive

How did NS(=O)(=O)c1ccc(NC(=O)c2cccc([N+](=O)[O-])c2)cc1 do in these assays?
ST2 inh: inactive

How did Cc1ccc(N2C(=O)CSC2c2ccc(Cl)cc2)cc1F (stereo not given) do in these assays?
ST2 inh: inactive

What do the screens show for `CN1C[C@@H](NC(=O)c2ccc(F)cc2)C[C@H]1c1nc(-c2ccccc2)no1`?
ST2 inh: inactive

What do the screens show for `COc1ccc(CCN2C(=O)CCC2(C)C(=O)NC2CCCC2)cc1OC` (stereo not given)?
ST2 inh: inactive

Results for CN(Cc1ccccc1)C(=O)c1cnc2n(c1=O)CCS2 ?
ST2 inh: inactive

Results for CC(C)NC(=O)Nc1cccc(Cl)c1 ?
ST2 inh: inactive

Results for CC(C)N(C(=O)c1ccc(C(=O)Nc2ccccc2)cc1)C(C)C ?
ST2 inh: inactive

Results for CN(Cc1cccnc1)C(=O)c1cn(Cc2ccc(F)cc2Cl)nn1 ?
ST2 inh: inactive

How did C=CCn1c(SCC(=O)c2cc(Cl)sc2Cl)nc2ccccc2c1=O do in these assays?
ST2 inh: inconclusive

Results for COc1cc(C(=O)N(C)Cc2snnc2C)nc(OC)n1 ?
ST2 inh: inconclusive

Results for Cn1nc(CC2CCN(C(=O)N3CCCC3)CC2)n(-c2ccccc2)c1=O ?
ST2 inh: inactive

Results for C=C(C)C(C)(C#CCN1CCOCC1)OC(C)=O (stereo not given) ?
ST2 inh: inactive

Results for CCOc1ccc(CN2CCC(N3CCC(C(=O)NC(C)C)CC3)CC2)cc1 ?
ST2 inh: inconclusive

Results for COc1ccc(/C=C/C(=O)Nc2ccc(Cl)cc2[N+](=O)[O-])cc1OC ?
ST2 inh: inconclusive

Results for CC1=CC(=O)C=C(C)C1=NOC(=O)/C=C\c1ccccc1 ?
ST2 inh: 35.0%*

Results for COc1ccccc1C1C=C(Nc2ccccc2)C(=O)N1c1ccccc1 (stereo not given) ?
ST2 inh: inactive

What do the screens show for `CC(NC(=O)c1ccc2c(c1)NC(=O)C(N1CCCC1)S2)c1ccccc1` (stereo not given)?
ST2 inh: inactive

Results for Cc1ccc(Cn2c(CNS(=O)(=O)c3ccc(F)cc3)nc3cccnc32)cc1 ?
ST2 inh: inactive

Results for C=CCNS(=O)(=O)c1ccc(C)c([N+](=O)[O-])c1 ?
ST2 inh: inactive

How did COc1cccc(Nc2nc3ccccc3nc2NS(=O)(=O)c2ccc(NC(C)=O)cc2)c1 do in these assays?
ST2 inh: 37.0%*

What do the screens show for `CC1=C(C(=O)Nc2ccccn2)C(c2cccc(Br)c2)C2=C(CCCC2=O)N1` (stereo not given)?
ST2 inh: inactive

How did O=C1NC2=C(CCc3ccccc32)C(c2ccccc2)N1 (stereo not given) do in these assays?
ST2 inh: inconclusive

How did CN(CC[C@@H](Oc1ccc(C(F)(F)F)cc1)c1ccccc1)CC(=O)O do in these assays?
ST2 inh: inactive

How did O=S(=O)(NCc1ccccc1)NCC(c1ccc(F)cc1)N1CCCC1 (stereo not given) do in these assays?
ST2 inh: inconclusive

Results for COc1ccc(C(=O)NCc2nc3cccnc3n2Cc2ccc(C)cc2)cc1 ?
ST2 inh: inactive

Results for CCC1=NN(C(=O)c2ccc(Cl)cc2)C(O)(c2ccc(Br)cc2)C1 (stereo not given) ?
ST2 inh: inactive

How did CCC(CO)Nc1nc(NCc2ccccc2)c2ncn(C(C)C)c2n1 (stereo not given) do in these assays?
ST2 inh: inactive

What do the screens show for `CN(C)c1ccc(C(C2=C(O)CC(C)(C)CC2=O)C2C(=O)CC(C)(C)CC2=O)cc1` (stereo not given)?
ST2 inh: inactive

Results for CC1=C(C(=O)NCc2ccccc2C)C2(CCN(S(C)(=O)=O)CC2)OC1=O ?
ST2 inh: inactive

What do the screens show for `CN1CC2(CCCN(C(=O)c3ncoc3C3CC3)CC2)OC1=O` (stereo not given)?
ST2 inh: inconclusive

Results for CC(C)C1CN(C(=O)c2cc(=O)c3ccccc3[nH]2)CCC(=O)N1CC1CC1 (stereo not given) ?
ST2 inh: inactive

What do the screens show for `COc1cc2c(cc1OC)C(SC)=NC(C)(C)C2`?
ST2 inh: inactive

What do the screens show for `Cc1ccc(C2CC(c3cccs3)=NN2S(=O)(=O)c2ccc(C)cc2)cc1` (stereo not given)?
ST2 inh: 33.0%*

What do the screens show for `CCCCOc1ccc(S(=O)(=O)n2c([N+](=O)[O-])cnc2C)cc1`?
ST2 inh: inactive

What do the screens show for `COc1ccc(S(=O)(=O)Nc2c(C)cc(O)c(S(=O)(=O)c3ccccc3)c2C)cc1`?
ST2 inh: inconclusive

What do the screens show for `CC(C)CC(=O)NCC1CCN(C(=O)CC(C)C)CC1`?
ST2 inh: inactive

How did O=C(NCc1cccnc1)c1cccn2c(=O)c3cc4ccccc4cc3nc12 do in these assays?
ST2 inh: inactive

What do the screens show for `COc1ccc(OC)c(NC(=O)CN(c2ccccc2C)S(=O)(=O)c2ccc(C)cc2)c1`?
ST2 inh: inactive

Results for CCc1c(C)c(C#N)c2nc3ccccc3n2c1N1CCN(C(=O)c2ccco2)CC1 ?
ST2 inh: inactive

Results for Cc1nc(-c2ccc(-n3ccnc3-c3cccc(F)c3F)cc2)n[nH]1 ?
ST2 inh: inactive

What do the screens show for `CC(C)(C)n1nc2c(c1NC(=O)c1cc(Br)ccc1Cl)CS(=O)C2` (stereo not given)?
ST2 inh: inactive

Results for Cc1ccc(CNS(=O)(=O)c2ccc3c(c2)CCN3C(=O)C2CC2)cc1 ?
ST2 inh: inactive

Results for O=C1C=C(NCc2ccc(Cl)cc2Cl)C2(CCCCC2)O1 ?
ST2 inh: inactive

How did O=c1c2c(nc(SCc3ccccc3)n1-c1ccccc1)CCS2 do in these assays?
ST2 inh: inactive

How did O=C(Nc1nnc(-c2ccc(F)cc2)o1)c1ccc(S(=O)(=O)N2CCCc3ccccc32)cc1 do in these assays?
ST2 inh: inactive

What do the screens show for `O=C(NCc1cccs1)c1ccc2c(c1)N(Cc1ccc(Cl)cc1)C(=O)CS2`?
ST2 inh: inactive

Results for Nc1ncnc(N(Cc2ccccc2)c2ccccc2)c1[N+](=O)[O-] ?
ST2 inh: inactive

What do the screens show for `Cc1cccn2c(=O)c3cc(C(=O)NCc4cccnc4)c(=N)n(CCOCCO)c3nc12`?
ST2 inh: inactive

Results for COc1ccc(OC)c(C2C(C#N)=C(N)Oc3n[nH]c(-c4ccc(C)cc4)c32)c1 (stereo not given) ?
ST2 inh: inactive

What do the screens show for `CCN(CC)C(=O)c1ccc(CS(=O)(=O)c2ccc(OC)cc2)o1`?
ST2 inh: inactive

Results for O=C(Nc1ccccc1F)c1c[nH]c(=O)n(-c2ccccc2)c1=O ?
ST2 inh: inactive

Results for Cc1c(NCc2ccccn2)cccc1C(=O)N(C)C(C)c1ccon1 (stereo not given) ?
ST2 inh: inconclusive

Results for COc1ccc(C(=O)OC(C)C(O)c2ccc(OC)cc2)cc1 (stereo not given) ?
ST2 inh: inactive

What do the screens show for `Cc1ccoc1C(=O)NCC(c1sccc1C)N(C)C` (stereo not given)?
ST2 inh: inactive

Results for CC(C)n1c(Br)nc2c1c(=O)[nH]c(=O)n2C ?
ST2 inh: inactive

Results for CCOC(=O)CSc1nc2c(sc3ccccc32)c(=O)n1-c1ccccc1 ?
ST2 inh: inactive

Results for CCn1c(C2CCN(C(=O)c3cccc(F)c3OC)CC2)n[nH]c1=O ?
ST2 inh: inactive

How did CC1(C)NC(=O)N(CC(O)CN2C(=O)c3ccccc3C2=O)C1=O (stereo not given) do in these assays?
ST2 inh: inactive

Results for COCc1cc(C)nc2sc(C(=O)NC3CCCCC3)c(N)c12 ?
ST2 inh: inconclusive

How did COc1ccc2nc3oc(C(=O)Nc4ccccc4F)cc3cc2c1 do in these assays?
ST2 inh: inactive

Results for CSc1cccc(NC(=O)CN(c2ccc([N+](=O)[O-])cc2)S(=O)(=O)c2ccccc2)c1 ?
ST2 inh: inconclusive

What do the screens show for `COc1ccc(OC)c(CNS(=O)(=O)c2ccc3[nH]c(=O)sc3c2)c1`?
ST2 inh: inactive

Results for COc1cc(/C=c2\sc3nc(-c4cccnc4)nn3c2=O)ccc1OCCC(C)C ?
ST2 inh: inactive

What do the screens show for `Cc1ccc2nsnc2c1NC(=O)COc1ccc(Br)cc1`?
ST2 inh: inconclusive

What do the screens show for `CCC(CNC1CCN(c2ccccc2C)CC1)N1CCN(C)CC1` (stereo not given)?
ST2 inh: inactive

Results for O=C(Nc1nccs1)c1c(O)c2ccccc2[nH]c1=O ?
ST2 inh: inconclusive

Results for C=CCn1c(SCCC(=O)Nc2ccc(F)cc2)nc2sc3c(c2c1=O)CCC3 ?
ST2 inh: inactive

How did O=C(CNS(=O)(=O)c1cccs1)N1CCN(c2ccc(F)cc2)CC1 do in these assays?
ST2 inh: inactive

What do the screens show for `Fc1ccccc1N1CCN(Cc2nc(-c3ccc(Cl)cc3Cl)no2)CC1`?
ST2 inh: inactive

How did CN1CC2(CCCN(C(=O)c3ccc(Cn4cccn4)o3)CC2)OC1=O (stereo not given) do in these assays?
ST2 inh: inactive

Results for Cc1ccc2c(c1)N(CCCC(=O)O)C(=O)CO2 ?
ST2 inh: inactive

How did CCc1ccccc1NC(=O)CN(c1ccccc1)S(=O)(=O)c1ccccc1[N+](=O)[O-] do in these assays?
ST2 inh: inconclusive

What do the screens show for `OCCNc1cc(-n2nc(-c3ccccc3)cc2-c2ccccc2)ncn1`?
ST2 inh: inactive

What do the screens show for `COc1ccc(NS(=O)(=O)c2ccc([N+](=O)[O-])cc2)cc1Cl`?
ST2 inh: inactive

What do the screens show for `CCn1c(C2CCNCC2)nn(Cc2ccc3c(c2)OCO3)c1=O`?
ST2 inh: inactive

What do the screens show for `CCOC(=O)c1cccc(NC(=O)N2CC[C@@H](CC(=O)NCc3ccccc3OC)[C@@H](CC)C2)c1`?
ST2 inh: inactive

How did CCc1ccc(-c2nc3cc(N)ccc3o2)cc1 do in these assays?
ST2 inh: inconclusive

How did Cc1ccc(S(=O)(=O)NCCn2ccc3ccccc32)cc1 do in these assays?
ST2 inh: inactive

Results for O=C1c2ccc(Oc3ccc([N+](=O)[O-])cc3)cc2C(=O)N1c1nccs1 ?
ST2 inh: inactive

Results for O=C(CS(=O)(=O)c1cccc2nsnc12)N1CC(=O)N(CCc2ccccc2)C(=O)C1 ?
ST2 inh: inactive

15 consecutive compounds already listed, quoted:
What do the screens show for `CCC(CNC1CCN(c2ccccc2C)CC1)N1CCN(C)CC1` (stereo not given)?
ST2 inh: inactive

Results for O=C(Nc1nccs1)c1c(O)c2ccccc2[nH]c1=O ?
ST2 inh: inconclusive

Results for C=CCn1c(SCCC(=O)Nc2ccc(F)cc2)nc2sc3c(c2c1=O)CCC3 ?
ST2 inh: inactive

How did O=C(CNS(=O)(=O)c1cccs1)N1CCN(c2ccc(F)cc2)CC1 do in these assays?
ST2 inh: inactive

What do the screens show for `Fc1ccccc1N1CCN(Cc2nc(-c3ccc(Cl)cc3Cl)no2)CC1`?
ST2 inh: inactive

How did CN1CC2(CCCN(C(=O)c3ccc(Cn4cccn4)o3)CC2)OC1=O (stereo not given) do in these assays?
ST2 inh: inactive

Results for Cc1ccc2c(c1)N(CCCC(=O)O)C(=O)CO2 ?
ST2 inh: inactive

How did CCc1ccccc1NC(=O)CN(c1ccccc1)S(=O)(=O)c1ccccc1[N+](=O)[O-] do in these assays?
ST2 inh: inconclusive

What do the screens show for `OCCNc1cc(-n2nc(-c3ccccc3)cc2-c2ccccc2)ncn1`?
ST2 inh: inactive

What do the screens show for `COc1ccc(NS(=O)(=O)c2ccc([N+](=O)[O-])cc2)cc1Cl`?
ST2 inh: inactive

What do the screens show for `CCn1c(C2CCNCC2)nn(Cc2ccc3c(c2)OCO3)c1=O`?
ST2 inh: inactive

What do the screens show for `CCOC(=O)c1cccc(NC(=O)N2CC[C@@H](CC(=O)NCc3ccccc3OC)[C@@H](CC)C2)c1`?
ST2 inh: inactive

How did CCc1ccc(-c2nc3cc(N)ccc3o2)cc1 do in these assays?
ST2 inh: inconclusive

How did Cc1ccc(S(=O)(=O)NCCn2ccc3ccccc32)cc1 do in these assays?
ST2 inh: inactive

Results for O=C1c2ccc(Oc3ccc([N+](=O)[O-])cc3)cc2C(=O)N1c1nccs1 ?
ST2 inh: inactive

Some of the compounds tested; rates above refer to the full screens.
